Bioassay records: PubChem, several laboratories
VCAM1 TNFa inh – inhibitors of TNFa-induced VCAM1 expression, primary screen, imaging, HUVEC, TNFa stimulus, immunofluorescence; HUVEC TNFa-induced VCAM-1 immunofluorescence, high-content imaging; 95,000 tested, 0.48% active; inhibition, % at 2 µM;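 active = inhibition above the batch mean plus 3 SD, with images confirmed as a hit by eye, cut at about 37% in these data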;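 note: 0% = TNF-stimulated DMSO wells and 100% = unstimulated control wells; not every result past the cut was called active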
CYP2C19 act – human CYP2C19 activators, primary screen, biochemical, luminescence. Cytochrome P450 2C19 (Homo sapiens), P33261. recombinant CYP2C19, luciferin-H EGE luminescence; stronger effect = higher value; 0 = fully inhibited enzyme, 1 = untreated enzyme. activation factor at 5 µM. 96,000 tested, under 10 active. AID 1025, 2008;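 active = activation factor of at least 2 at 5 µM in the primary screen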;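 note: 0 = wells with 2.5 mM tranylcypromine and 1 = vehicle-only wells; values of inactives mirror those of a sister screen read the other way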
Target sequence (P33261 whole entry, looked up): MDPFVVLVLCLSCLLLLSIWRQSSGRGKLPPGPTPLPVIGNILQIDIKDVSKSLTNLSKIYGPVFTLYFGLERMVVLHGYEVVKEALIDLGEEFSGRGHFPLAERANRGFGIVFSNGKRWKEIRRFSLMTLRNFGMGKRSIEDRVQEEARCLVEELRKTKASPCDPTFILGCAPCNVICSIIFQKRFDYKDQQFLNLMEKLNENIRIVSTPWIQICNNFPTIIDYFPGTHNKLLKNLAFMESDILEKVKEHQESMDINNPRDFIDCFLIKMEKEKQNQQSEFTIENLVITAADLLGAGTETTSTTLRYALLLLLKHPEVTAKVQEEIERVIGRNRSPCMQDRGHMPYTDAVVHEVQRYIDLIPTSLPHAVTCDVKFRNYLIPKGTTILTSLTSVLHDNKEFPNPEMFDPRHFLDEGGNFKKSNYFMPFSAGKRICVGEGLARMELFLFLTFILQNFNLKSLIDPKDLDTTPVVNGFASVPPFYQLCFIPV
hDAT+cocaine – changed hDAT dopamine uptake under cocaine IC80, either direction, primary screen, cocaine antagonist project, cell-based, LLC-PK1 hDAT, [14C]-dopamine uptake, MLSMR; 110,000 tested, 1.3% active; B-score at 10 µM; LLC-PK1 hDAT cells, [14C]-dopamine uptake with cocaine IC80; actives deviate in either direction; Sodium-dependent dopamine transporter (Homo sapiens), Q01959;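 active = Z score or B-score, a plate-position-corrected score, falls beyond the plate's 99.7% confidence bounds, in either direction; inactive = both scores lie inside the 99.7% bounds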;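 note: scored against the spread of the other compound wells on the same plate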
Target sequence (Q01959 whole entry, looked up): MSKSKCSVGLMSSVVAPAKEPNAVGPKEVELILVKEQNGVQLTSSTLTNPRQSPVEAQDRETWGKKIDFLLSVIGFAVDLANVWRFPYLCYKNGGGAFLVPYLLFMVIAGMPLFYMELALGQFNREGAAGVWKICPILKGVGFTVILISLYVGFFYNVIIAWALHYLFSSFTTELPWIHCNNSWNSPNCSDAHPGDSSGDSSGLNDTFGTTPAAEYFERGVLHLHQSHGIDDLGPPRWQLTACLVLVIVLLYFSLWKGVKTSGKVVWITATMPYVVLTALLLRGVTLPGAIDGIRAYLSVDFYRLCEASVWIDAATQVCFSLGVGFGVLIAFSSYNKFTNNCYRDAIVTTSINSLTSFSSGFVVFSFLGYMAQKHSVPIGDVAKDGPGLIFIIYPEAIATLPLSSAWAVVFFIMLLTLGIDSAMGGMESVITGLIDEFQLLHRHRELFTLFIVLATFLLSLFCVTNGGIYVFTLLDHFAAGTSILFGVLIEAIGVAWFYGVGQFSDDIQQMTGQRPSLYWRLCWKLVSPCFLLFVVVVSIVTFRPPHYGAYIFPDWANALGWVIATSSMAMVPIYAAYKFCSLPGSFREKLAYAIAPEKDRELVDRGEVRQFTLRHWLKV
IL1B cytotox – cytotoxicity in IL-1B stimulated HUVEC, primary screen, cytotoxicity control for IL-1B NFkB translocation project, imaging, Hoechst nuclear count, IL-1B stimulus; HUVEC cell count loss; cell count reduction, % at 2 µM; 94,000 tested, 0.41% active;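 active = cell count reduction more than 3 SD above the screen-wide mean, cut at about 70% in these data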;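 note: normalized per plate to untreated control cells as the no-loss baseline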
HUVEC tox TNFa – cytotoxicity in TNFa-stimulated HUVEC, primary screen, cytotoxicity control for VCAM1 expression modulator project, imaging, Hoechst nuclei count | HUVEC TNFalpha-stimulated, Hoechst cell count | cell count reduction, % at 2 µM | 93,000 tested, 0.17% active | AID 848, 2007;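 active = cell count reduction exceeding the screen mean by over 5 SD, scaled to untreated wells per plate, cut at about 78% in these data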;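 note: cells counted after 24 h of TNF alpha exposure following the 1 h pretreatment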
CYP2C19 inh – blockers of cytochrome P450 2C19 activity – biochemical, luminescence, ADME assay, primary screen; P33261; CYP2C19 Supersomes, luciferin-H EGE luminescence, 30 min; inhibition, % at 5 µM; 96,000 tested, 21% active;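 active = CYP2C19 inhibition above a set limit at 5 µM in the primary screen, cut at about 50% in these data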;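 note: plate controls were negative control wells for no effect and 2.5 mM tranylcypromine positive control for full effect; values of inactives mirror those of a sister screen read the other way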
CYP2C9 inhib – blockers of cytochrome P450 2C9 activity – biochemical, luminescence, ADME assay, primary screen | 96,000 tested, 20% active | P11712 | inhibition, % at 5 µM | CYP2C9 Supersomes, luciferin-H conversion | AID 777, 2007;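 active = blocking of liver enzyme CYP2C9 beyond about 50% at 5 µM, limit read from the data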; note: values of inactives mirror those of a sister screen read the other way
Candida biofilm – clotrimazole potentiators killing Candida biofilms, primary screen, with clotrimazole, Alamar Blue. inhibition, % at 6 µM. 85,000 tested, 0.14% active. C. albicans biofilm + clotrimazole;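 active = inhibition above 20%; inactive = inhibition below 20%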;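 note: preformed 24 hr biofilms exposed to compound for 48 hr; 0% = biofilm without compound and 100% = blank killed by clotrimazole plus chlorhexidine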
CYP2C9 act – human CYP2C9 activators, primary screen, biochemical, luminescence; recombinant CYP2C9, luciferin-H conversion; stronger effect = higher value; factor 1 = untreated enzyme, 0 = blocked; AID 1024, 2008; Cytochrome P450 2C9 (Homo sapiens), P11712; activation factor at 5 µM; 96,000 tested, 1.4% active;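 active = activation factor of 2 or more for CYP2C9 at a 5 µM dose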;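 note: 0 = sulfaphenazole-blocked wells and 1 = vehicle-only wells; values of inactives mirror those of a sister screen read the other way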
* marks the source's active call; other numbers are inactive results.

For CCC1CCCCN1C(=O)CSc1nc(N)c(NC(=O)c2ccc(OC)c(OC)c2)c(=O)[nH]1 (stereo unspecified) the results were VCAM1 TNFa inh 2, CYP2C19 act 1, hDAT+cocaine -1.4, IL1B cytotox 4, HUVEC tox TNFa -13, CYP2C19 inh -4, CYP2C9 inhib 13, Candida biofilm 7 and CYP2C9 act 0.9.
CCOc1ccccc1NC(=O)CN(c1ccc(C)cc1)S(=O)(=O)c1c(C)noc1C was read as VCAM1 TNFa inh -8, CYP2C19 act 0, hDAT+cocaine 1.6, IL1B cytotox 1, HUVEC tox TNFa 7, CYP2C19 inh 99*, CYP2C9 inhib 96*, Candida biofilm 2 and CYP2C9 act 0.
COc1cc(/C=N/NC(=O)c2sc(N)c(C#N)c2C)cc(Br)c1O was read as VCAM1 TNFa inh 1, CYP2C19 act 1.1, IL1B cytotox -54, HUVEC tox TNFa 9, CYP2C19 inh -8, CYP2C9 inhib 14 and CYP2C9 act 0.9.
For CCCCCOC(=O)Cc1c(O)c2ccccc2[nH]c1=O the results were VCAM1 TNFa inh 3, CYP2C19 act 0.9, hDAT+cocaine -0.23, IL1B cytotox 24, HUVEC tox TNFa -10, CYP2C19 inh 11, CYP2C9 inhib 7, Candida biofilm 6 and CYP2C9 act 0.9.
`FC(F)(F)c1cc(-c2ccco2)nc(-n2nnc3ccccc32)n1` gave CYP2C19 act 1.1, hDAT+cocaine 0.52, CYP2C19 inh -12, CYP2C9 inhib 8 and CYP2C9 act 0.9.
For CCOC(=O)c1c(NC(=O)C2CCCO2)sc(C(=O)OC(C)(C)C)c1C (stereo unspecified) the results were VCAM1 TNFa inh 13, CYP2C19 act 0.9, hDAT+cocaine -2.1, IL1B cytotox 19, HUVEC tox TNFa -7, CYP2C19 inh 10, CYP2C9 inhib 31, Candida biofilm 5 and CYP2C9 act 0.7.
Cc1cc(Cl)ccc1NC(=S)NCc1cccs1 was read as VCAM1 TNFa inh -3, CYP2C19 act 0, hDAT+cocaine 0.93, IL1B cytotox -6, HUVEC tox TNFa -2, CYP2C19 inh 97*, CYP2C9 inhib 63*, Candida biofilm 4 and CYP2C9 act 0.4.
`O=C(Nc1ccncc1)c1cc(F)cc(F)c1` gave VCAM1 TNFa inh 11, CYP2C19 act 0.1, hDAT+cocaine 0.07, IL1B cytotox -1, HUVEC tox TNFa 10, CYP2C19 inh 86*, CYP2C9 inhib 41, Candida biofilm 5 and CYP2C9 act 0.6.
Screening O=C(COc1ccc(Cl)cc1Cl)N1CCCCCC1 returned CYP2C19 act 0.7, hDAT+cocaine 0.15, CYP2C19 inh 29, CYP2C9 inhib 0, Candida biofilm 3 and CYP2C9 act 1.
Screening CCOc1ccccc1N(CC(=O)OC)S(=O)(=O)c1ccccc1 returned VCAM1 TNFa inh -1, CYP2C19 act 0.5, hDAT+cocaine 1.3, IL1B cytotox 0, HUVEC tox TNFa -36, CYP2C19 inh 51*, CYP2C9 inhib 71*, Candida biofilm 6 and CYP2C9 act 0.3.
N#Cc1cc(-c2ccccc2)oc1NC(=O)c1ccccc1 was read as VCAM1 TNFa inh 21, CYP2C19 act 1, hDAT+cocaine -0.38, IL1B cytotox -22, HUVEC tox TNFa 4, CYP2C19 inh 0, CYP2C9 inhib 23, Candida biofilm 6 and CYP2C9 act 0.8.
Screening O=C(CN1CCN(C2CCCCC2)CC1)Nc1ccccc1N1CCCCC1 returned CYP2C19 act 1, hDAT+cocaine 0.15, CYP2C19 inh 1, CYP2C9 inhib -2, Candida biofilm 6 and CYP2C9 act 1.
c1cc(-c2noc(CC3CCCCC3)n2)ccn1 was read as VCAM1 TNFa inh -2, CYP2C19 act 0, hDAT+cocaine -0.069, IL1B cytotox -54, HUVEC tox TNFa -48, CYP2C19 inh 99*, CYP2C9 inhib 77*, Candida biofilm 7 and CYP2C9 act 0.2.
CCOC(CNC(=O)c1cc(C)nn1-c1ccccc1)OCC was read as VCAM1 TNFa inh -9, CYP2C19 act 0.9, hDAT+cocaine -0.73, IL1B cytotox -28, HUVEC tox TNFa 12, CYP2C19 inh 15, CYP2C9 inhib 1, Candida biofilm 0 and CYP2C9 act 1.
For CN(C)C(=O)c1cc(Cl)ccc1Sc1cc(Cl)ccc1Cl the results were VCAM1 TNFa inh -23, CYP2C19 act 0, hDAT+cocaine 0.84, IL1B cytotox -6, HUVEC tox TNFa -24, CYP2C19 inh 97*, CYP2C9 inhib 84* and CYP2C9 act 0.2.
For CC(C)Oc1cc(NC(=O)CS(=O)CC(=O)Nc2cccc(C(F)(F)F)c2)c(Cl)cc1Cl (stereo unspecified) the results were VCAM1 TNFa inh 6, CYP2C19 act 0.9, hDAT+cocaine -0.88, IL1B cytotox -16, HUVEC tox TNFa -4, CYP2C19 inh 10, CYP2C9 inhib 8 and CYP2C9 act 0.9.
For CC(=O)Nc1ccc(NC(=O)CN(c2cccc(C)c2)S(C)(=O)=O)cc1 the results were VCAM1 TNFa inh 9, CYP2C19 act 0.5, hDAT+cocaine -0.2, IL1B cytotox -16, HUVEC tox TNFa -7, CYP2C19 inh 52*, CYP2C9 inhib 19, Candida biofilm -4 and CYP2C9 act 0.8.
Screening CCCc1nnc(NC(=O)c2cccc(OC)c2)s1 returned VCAM1 TNFa inh -9, CYP2C19 act 1, hDAT+cocaine 0.37, IL1B cytotox -15, HUVEC tox TNFa -7, CYP2C19 inh -2, CYP2C9 inhib -3, Candida biofilm 4 and CYP2C9 act 1.
`O=C(O)CCC(=O)c1c[nH]c2ccccc12` gave VCAM1 TNFa inh 35, CYP2C19 act 1, hDAT+cocaine 0.26, IL1B cytotox -23, HUVEC tox TNFa 0, CYP2C19 inh 4, CYP2C9 inhib -7, Candida biofilm 11 and CYP2C9 act 1.1.
CCOC(=O)c1c(N=CN(C)C)c(C#N)n2c1CCC2 was read as VCAM1 TNFa inh 6, CYP2C19 act 0.9, hDAT+cocaine 1.6, IL1B cytotox 12, HUVEC tox TNFa -19, CYP2C19 inh 6, CYP2C9 inhib 16, Candida biofilm 3 and CYP2C9 act 0.8.
For Cc1ccccc1-c1nc(CS(=O)CC(=O)NCCN2CCOCC2)c(C)o1 (stereo unspecified) the results were VCAM1 TNFa inh 8, CYP2C19 act 1, hDAT+cocaine 0.85, IL1B cytotox 0, HUVEC tox TNFa -10, CYP2C19 inh 3, CYP2C9 inhib 4, Candida biofilm 7 and CYP2C9 act 1.
`CCC1=NN(C(=O)C(=O)NCCc2ccccc2)C(O)(C(F)(F)F)C1` (stereo unspecified) gave VCAM1 TNFa inh 0, CYP2C19 act 0.9, hDAT+cocaine 1.6, IL1B cytotox -27, HUVEC tox TNFa -16, CYP2C19 inh 7, CYP2C9 inhib 16 and CYP2C9 act 0.8.
`O=C(Nc1ccccc1)c1ccccc1CC[N+](=O)[O-]` gave VCAM1 TNFa inh 10, CYP2C19 act 0.9, hDAT+cocaine -0.39, IL1B cytotox -28, HUVEC tox TNFa -9, CYP2C19 inh 7, CYP2C9 inhib -2 and CYP2C9 act 1.
`COc1ccccc1NC(=S)NNC(=O)c1ccc(O)cc1` gave VCAM1 TNFa inh -2, CYP2C19 act 0.8, hDAT+cocaine 0.58, IL1B cytotox 5, HUVEC tox TNFa 18, CYP2C19 inh 22, CYP2C9 inhib 3 and CYP2C9 act 1.
For Cn1c2ccccc2c2c(C(=O)O)cn(C3CCCC3)c(=O)c21 the results were VCAM1 TNFa inh 7, CYP2C19 act 1, hDAT+cocaine 0.4, IL1B cytotox -8, HUVEC tox TNFa -5, CYP2C19 inh 2, CYP2C9 inhib 12, Candida biofilm 11 and CYP2C9 act 0.9.
For CCCCN1C(=O)c2ccccc2C1C(=O)NC1CCCC1 (stereo unspecified) the results were VCAM1 TNFa inh 3, CYP2C19 act 1, hDAT+cocaine -0.67, IL1B cytotox -12, HUVEC tox TNFa -25, CYP2C19 inh -2, CYP2C9 inhib 4, Candida biofilm -4 and CYP2C9 act 1.
Cc1ccc(N(CC(O)COCc2ccco2)S(=O)(=O)c2ccc(C)cc2)cc1 (stereo unspecified) was read as VCAM1 TNFa inh -4, CYP2C19 act 0.1, hDAT+cocaine 2, IL1B cytotox -16, HUVEC tox TNFa -27, CYP2C19 inh 94*, CYP2C9 inhib 88*, Candida biofilm 7 and CYP2C9 act 0.1.
Screening CCCCN1CC(COc2ccccc2)OC1=O (stereo unspecified) returned VCAM1 TNFa inh 0, CYP2C19 act 0.7, hDAT+cocaine -0.29, IL1B cytotox 0, HUVEC tox TNFa -19, CYP2C19 inh 28, CYP2C9 inhib -11, Candida biofilm 5 and CYP2C9 act 1.1.
`CCOC(=O)c1cc2c(=O)n3ccccc3nc2n(CC(C)C)c1=NC(=O)c1ccco1` gave VCAM1 TNFa inh -10, CYP2C19 act 0.9, hDAT+cocaine 1.1, IL1B cytotox -5, HUVEC tox TNFa 15, CYP2C19 inh 6, CYP2C9 inhib 25, Candida biofilm 10 and CYP2C9 act 0.7.
`N#Cc1ccccc1OCCN1C(=O)c2ccccc2C1=O` gave VCAM1 TNFa inh 12, CYP2C19 act 0.2, hDAT+cocaine -0.68, IL1B cytotox 8, HUVEC tox TNFa -31, CYP2C19 inh 82*, CYP2C9 inhib 60*, Candida biofilm 3 and CYP2C9 act 0.4.
Cc1ccc(Cn2ncn3c(cc4ccccc43)c2=O)cc1 was read as VCAM1 TNFa inh 12, CYP2C19 act 1.1, hDAT+cocaine -1.1, IL1B cytotox -19, HUVEC tox TNFa 7, CYP2C19 inh -8, CYP2C9 inhib 14 and CYP2C9 act 0.9.
Screening Cc1nc2c(-c3ccc(F)cc3)c(C)nn2c(C)c1CCC(=O)NCc1ccco1 returned VCAM1 TNFa inh 9, CYP2C19 act 0.6, hDAT+cocaine 0.88, IL1B cytotox 0, HUVEC tox TNFa -29, CYP2C19 inh 42, CYP2C9 inhib 25, Candida biofilm 3 and CYP2C9 act 0.8.

Part of the list above in order of SMILES length, falling:
`CCC1=NN(C(=O)C(=O)NCCc2ccccc2)C(O)(C(F)(F)F)C1` (stereo unspecified) gave VCAM1 TNFa inh 0, CYP2C19 act 0.9, hDAT+cocaine 1.6, IL1B cytotox -27, HUVEC tox TNFa -16, CYP2C19 inh 7, CYP2C9 inhib 16 and CYP2C9 act 0.8.
`O=C(Nc1ccccc1)c1ccccc1CC[N+](=O)[O-]` gave VCAM1 TNFa inh 10, CYP2C19 act 0.9, hDAT+cocaine -0.39, IL1B cytotox -28, HUVEC tox TNFa -9, CYP2C19 inh 7, CYP2C9 inhib -2 and CYP2C9 act 1.
Screening CCCc1nnc(NC(=O)c2cccc(OC)c2)s1 returned VCAM1 TNFa inh -9, CYP2C19 act 1, hDAT+cocaine 0.37, IL1B cytotox -15, HUVEC tox TNFa -7, CYP2C19 inh -2, CYP2C9 inhib -3, Candida biofilm 4 and CYP2C9 act 1.
